LmPK inh = qHTS Assay for Inhibitors of Leishmania Mexicana Pyruvate Kinase (LmPK) | Q27686 | Potency, µM (series often up to 57.5 µM), for inactives: top-dose activity change, negative = inhibition, actives largely listed as inhibitors | hit rate 0.37% among 290,000 | purified LmPK, Kinase-Glo ATP luminescence, 1 h | AID 1721, 2009; also: potency is read from the fitted curve at half-maximal effect
Target sequence (Q27686 whole entry, looked up): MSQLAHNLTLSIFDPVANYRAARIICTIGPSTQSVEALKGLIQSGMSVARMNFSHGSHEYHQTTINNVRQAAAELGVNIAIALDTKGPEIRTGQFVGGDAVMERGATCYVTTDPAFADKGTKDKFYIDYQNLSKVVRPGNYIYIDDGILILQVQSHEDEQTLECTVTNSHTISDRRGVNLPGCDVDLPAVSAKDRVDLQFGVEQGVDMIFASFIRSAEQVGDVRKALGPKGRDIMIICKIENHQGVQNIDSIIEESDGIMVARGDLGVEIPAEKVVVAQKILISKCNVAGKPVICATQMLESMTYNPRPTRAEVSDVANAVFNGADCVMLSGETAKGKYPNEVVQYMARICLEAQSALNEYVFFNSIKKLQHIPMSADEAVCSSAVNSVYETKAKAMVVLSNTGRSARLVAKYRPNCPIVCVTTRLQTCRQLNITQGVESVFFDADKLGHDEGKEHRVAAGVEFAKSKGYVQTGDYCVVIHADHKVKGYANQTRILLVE
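qHTS format; LmPK 0.1 nM; substrates PEP 0.5 mM and ADP 0.1 mM. One-hour room-temperature incubation, then coupled luciferase luminescence; 0.5 nM enzyme wells mark activation.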
AmpC inh no detg = qHTS Inhibitors of AmpC Beta-Lactamase (assay without detergent) | P00811 | AmpC nitrocefin hydrolysis, absorbance 480 nm, 0.0001% Triton | Potency, µM (doses to about 57.1 µM), for inactives: at the top dose activity change, negative = inhibition, hits mostly inhibitors | hit rate 0.52% among 330,000;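 also: potency is read from the fitted curve at half-maximal effect; plate controls were no compound for no effect and no enzyme for full effect; nearly all actives have a fitted effect of over 20% in size; some results filed as inactive show a strong effect at the top dose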
Target sequence (P00811 whole entry, looked up): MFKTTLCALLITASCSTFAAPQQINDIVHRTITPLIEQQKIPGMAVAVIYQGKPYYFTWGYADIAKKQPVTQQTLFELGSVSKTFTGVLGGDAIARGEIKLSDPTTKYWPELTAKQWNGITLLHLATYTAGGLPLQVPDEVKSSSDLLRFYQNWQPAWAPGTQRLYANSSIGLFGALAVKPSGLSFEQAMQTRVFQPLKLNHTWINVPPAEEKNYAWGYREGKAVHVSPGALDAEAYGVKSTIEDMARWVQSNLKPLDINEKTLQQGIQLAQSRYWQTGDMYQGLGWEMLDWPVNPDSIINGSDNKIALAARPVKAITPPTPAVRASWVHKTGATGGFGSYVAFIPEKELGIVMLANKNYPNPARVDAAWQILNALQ
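AmpC (5.3 nM in the dispensed reagent) in 20 mM phosphate pH 7.0 with 0.01% (detergent screen) or 0.0001% Triton X-100 was preincubated with compounds for 15 min at room temperature. Nitrocefin was then added from an 800 uM solution, and hydrolysis was followed at 480 nm.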
AMA1-RON2 inh = qHTS for Inhibitors of AMA1-RON; Towards Development of Antimalarial Drug Lead: Primary Screen; Potency, µM (titrated, usually from 58.2 µM), for inactives: at the highest dose activity change, negative = inhibition, actives largely listed as inhibitors; Plasmodium falciparum AMA1 (3D7) - RON2 peptide interaction; hit rate 0.2% among 360,000; AID 720542, 2013; AlphaScreen AMA1-biotinylated RON2 peptide binding;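 also: potency is read from the fitted curve at half-maximal effect; 0% = vehicle wells and -100% = peptide control; nearly all actives have a fitted effect of over 45% in size; some results filed as inactive show a strong effect at the top dose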
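AMA1 (3D7) with his tag at 25 nM final met compounds first, then biotinylated RON2 peptide at 25 nM; detection used donor plus acceptor beads, 10 µg/mL apiece, read by AlphaScreen after 30 min at room temperature.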
HCV inhibitor = qHTS Assay for Inhibitors of Hepatitis C Virus (HCV); AID 651820, 2012; Huh7.5.1 HCVcc-Cre infection, luciferase reporter, 44 h; Potency, µM (top dose mostly 41.8 µM), for inactives: top-dose activity change, negative = inhibition, most hits filed as inhibitors; hit rate 3.4% among 340,000; also: potency is read from the fitted curve at half-maximal effect
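After 44 h co-culture of compound, cells and HCVcc-Cre (~0.5 moi), substrate is added for 15 min at room temperature and luciferase measured over 15 sec. Cells were seeded at 1,000/well and pre-cultured 4 h.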
Tb PYK inh = qHTS of Trypanosoma Brucei Inhibitors | pyruvate kinase (Trypanosoma brucei), Q57TT1 | TbPYK enzyme, Kinase-Glo Plus ATP luminescence, 45 min | Potency, µM (doses to about 76.8 µM), inactives show at the top dose activity, negative = inhibition, most hits filed as inhibitors | hit rate 0.12% among 410,000 | AID 624173, 2012; also: potency is read from the fitted curve at half-maximal effect; nearly all actives have a fitted effect of over 50% in size
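T. brucei PYK with substrate was exposed to pin-transferred compounds across a concentration series, then started with 130 uM ADP (final). After 45 min at room temperature, Kinase-Glo Plus luminescence was read, normalized and curve-fitted.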
HCMV antiviral = qHTS Assay for inhibitors of the human cytomegalovirus (HCMV); HFF cells, HCMV-luciferase reporter, 72 h; stronger effect = lower value; activity change, negative = inhibition, % at 57.5 µM; hit rate 4.5% among 410,000; in the data active = activity change below about -60%; inconclusive = no clear call, values can overlap the other calls; inactive = above about -39%
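HFF cells seeded 16 h at 37C, treated with compounds, infected with luciferase-reporter HCMV at MOI 1 PFU/cell; luciferase read at 72 h post infection, normalized to buffer-only and Salinomycin controls.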
AmpC inh detg = qHTS Inhibitors of AmpC Beta-Lactamase (assay with detergent); Potency, µM (doses to about 114 µM), for the others: at the highest dose activity change, negative = inhibition, actives largely listed as inhibitors; AmpC hydrolysis of nitrocefin, absorbance 480 nm, 0.01% Triton; hit rate 0.041% among 370,000; P00811;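 also: potency is read from the fitted curve at half-maximal effect; 0% = no-compound wells and -100% = no-enzyme wells; nearly all actives have a fitted effect of over 25% in size; some results filed as inactive show a strong effect at the top dose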
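20 mM phosphate pH 7.0 + 0.01% (detergent screen) or 0.0001% Triton X-100; 5.3 nM AmpC reagent; cpd preinc 15 min RT; nitrocefin (800 uM stock) to start; A480 q20 s × 4 min; Activity was normalised to no-enzyme and no-compound control wells.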
* hit, by the source's call; ? = inconclusive; / = no result given; & = joins results of further samples; [ ] = remark or other dose. Unless noted, calls follow the shape of the dose curve; as a rule, active = well fitted curve in the direction sought with a large enough effect; inconclusive = small, poorly fitted or top-dose-only effect, or another doubt; inactive = no such curve, though single readings can be large; an effect the other way counts as inactive or inconclusive. Unless noted, % is scaled to controls: 0 for no effect and ±100 for the full control effect. Outcome played no part in choosing rows; overall some 7.5% were active at least once.

SMILES	LmPK inh	AmpC inh no detg	AMA1-RON2 inh	HCV inhibitor	Tb PYK inh	HCMV antiviral	AmpC inh detg
CCC(=O)c1cn(CC(=O)Nc2ccccc2Cl)c2ccccc12	-3%	-18%	14%	-26%	3%	-3	-11%
COc1cc2c(cc1OC)C(c1cccnc1)CC(=O)N2 (stereo not drawn)	-4%	-5%	19%	0%	1%	21	?
CC(C)(C)c1ccc(OCCC(=O)NC2=NCCS2)cc1	8%	0%	-19%	-7%	-2%	28	-9%
Cc1ccccc1NC(=O)CNc1ccc(Cl)c(C(F)(F)F)c1	-1%	-14%	-5%	4%	-10%	4	-3%
Cc1ccc(S(=O)(=O)N(C)C[C@H]2OCCCC[C@H](C)Oc3ccc(NC(=O)Nc4cccc5ccccc45)cc3C(=O)N([C@@H](C)CO)C[C@H]2C)cc1	/	/	5%	/	-7%	-9	/
CCOc1ccc(N2C(=O)Nc3ccc(Br)cc3C2(O)C(=O)NCCCN(C)C)cc1 (stereo not drawn)	1%	-19%	?	0%	-2%	?	11%
COCCNc1ncnc2c1c(-c1ccccc1)cn2-c1ccc(C)c(Cl)c1	/	/	/	/	0%	-33	8%
CCCCN1C(=O)c2ccc(C(=O)Nc3ccc(S(=O)(=O)N(C)C)cc3)cc2C1=O	3%	-11%	-4%[11.6 µM]	3%	3%	-36	?
Cc1cccc(N=C2N=C(N)c3ccccc32)c1	0%	-17%	-19%	10%	11%	33	-2%
CC(=O)Nc1ccc(C(=O)COC(=O)C2CC3CCCC(C2)C3=O)cc1 (stereo not drawn)	/	9%	-6%	8%	-12%	-7	-3%
CCOc1ccc2nc(Nc3nc4ccc(NC(C)=O)cc4s3)sc2c1	1%	-18%	5%[2.32 µM]	?	-2%	-28	6%
Cc1cc2oc(C(=O)N(Cc3ccccc3)C3CCS(=O)(=O)C3)cc(=O)c2cc1C (stereo not drawn)	/	/	/	/	4%	2	12%
C=CCNc1nc(-c2sc(NC(=O)CC)nc2C)cs1	0%	-39%	-7%	?	-5%	0	-7%
CCOC(=O)C1(CC2CCCCO2)CCN(C(=O)Nc2ccccc2CC)CC1 (stereo not drawn)	12%	29%	0%	9%	-4%	-65*	7%
O=C(CCc1nc2ccccc2s1)OCC(=O)N1CCN(C(=O)c2ccco2)CC1	-11%	-2%	-16%	4%&10%	0%	28	3%
O=C(NCCCN1CCN(Cc2ccccc2Cl)CC1)Nc1ccccc1	-2%	19%	7%	?	-4%	33	-6%
COCCCNC(=S)N1CCN(c2nc(-c3ccccc3)cs2)CC1	-5%	89%[activator]	-10%	13µM*	-11%	-67*	?
CCCNC(=O)C1CCC(Cn2c(=O)c3sccc3n(Cc3ccccc3F)c2=O)CC1 (stereo not drawn)	/	/	/	/	-1%	1	13%
O=C(OCCN=C1NS(=O)(=O)c2ccccc21)c1ccccc1	5%	-11%	-14%	-18%	0%	-1	-3%
CCc1ccccc1Nc1nc2ccccc2c2nncn12	/	/	/	/	0%	17	8%
O=C(Nc1ccc([N+](=O)[O-])cc1)/C(=C/c1cccc([N+](=O)[O-])c1)NC(=O)C1CCCCC1	4%	-36%	2%	?	-3%	15	0%
Cc1ccccc1CNC(=O)C(C)N(c1ccccc1)S(C)(=O)=O (stereo not drawn)	/	/	/	/	-7%	-18	1%
Cc1cccc2cc(CN(CCN(C)C)C(=S)NCc3ccco3)c(=O)[nH]c12	2%	0%	-5%	-3%	-9%	24	?
C=CCOC(=O)C1=C(C)N=c2s/c(=C3\C(=O)N(CC(=O)O)c4ccccc43)c(=O)n2C1c1ccc(OC)cc1 (stereo not drawn)	-25%	150%[activator]	25%	19%	?	?	-4%
COc1cc2c(cc1NC(=O)COC(=O)[C@@H](NC(=O)c1ccccc1F)C(C)C)oc1ccccc12	0%	-10%	-13%	?	-4%	-9	-6%

(cont.)
SMILES	LmPK inh	AmpC inh no detg	AMA1-RON2 inh	HCV inhibitor	Tb PYK inh	HCMV antiviral	AmpC inh detg
O=C(N1CCOCC1)N1CCc2ccccc21	0%	-12%	-7%	8%	1%	12	-12%
COc1ccccc1C(=O)NC(CCSC)C(=O)NCCCSc1ccccc1 (stereo not drawn)	/	13%	-4%	?	1%	-12	?
CCCCNC(=O)C1CCN(S(=O)(=O)c2ccc3c(ccn3CC)c2)CC1	/	/	/	/	3%	11	13%
Cc1cc(N2CCCCC2)nc2ccc(NC(=O)c3cccc(Cl)c3)cc12	/	/	/	/	-8%	-62*	6%
CNS(=O)(=O)c1cccc(C(=O)OCC(=O)Nc2ccc(OC)cc2[N+](=O)[O-])c1	4%	-19%	-6%	1%	-4%	-6	-14%
C=C(C)Cn1c(N(CCO)Cc2ccccc2)nc2c1c(=O)[nH]c(=O)n2C	-3%	-8%	-21%	9%	-7%	39	?
COc1ccc(C2CC2/C(C)=N/OC(=O)c2ccc(F)cc2)cc1 (stereo not drawn)	5%	-15%	38%[activator]	0%	2%	-39	-5%
CCC(C)OC(=O)c1cc(C)nc2c(Br)cc(Br)cc12 (stereo not drawn)	-12%	-15%	-1%	16%	2%	7	-10%
COc1cc(/C=N/n2c(C)n[nH]c2=S)ccc1OCc1ccccc1	-14%	-32%	28%	12%	-36%	17	-1%
CCOC(=O)C1(C)CCCN1C(=O)c1snnc1C (stereo not drawn)	/	/	0%	/	3%	-10	/
Cc1cccc(/C=N/NC(=O)CN2CCCCCCC2)c1	-18%	-16%	-9%[2.32 µM]	3%	4%	-29	?
O=C(Nc1c(Cl)cc(Cl)cc1C(=O)NCC1CCCO1)c1ccco1 (stereo not drawn)	4%	13%	6%	0%	3%	12	-14%
COc1ccc(-n2nc(C(=O)NCc3ccco3)c3ccccc3c2=O)cc1	-5%	-19%	2%	-13%	4%	-20	-13%
NC(=O)c1c(NC(=O)C2c3ccccc3Oc3ccccc32)sc2c1CCCCC2	2%	-57%	9%	?	-2%	-32	-13%
CCOC(=O)c1cc(-c2ccco2)nc2c1c(C)nn2-c1cccc(Cl)c1	-1%	-39%	6%	-17%	-8%	16	2%
N#Cc1ccsc1NC(=O)CN1CCN(S(=O)(=O)c2ccccc2C(F)(F)F)CC1	5%	-15%	33%[activator]	0%	-7%	25	?
Cc1ccc(NC(=O)CSc2ncccn2)cc1S(=O)(=O)N1CCOCC1	/	-33%	13%[11.6 µM]	-7%	4%	8	/
Cc1cccc(-n2c(=S)[nH]c3nc4c(cc3c2=O)COC(C)(C)C4)c1	1%	-2%	53%[activator]	8%	-1%	76	-1%
CC(NC(=O)CN1C(=O)NC2(CCCC2)C1=O)c1ccc(Cl)cc1Cl (stereo not drawn)	/	-14%	1%	-6%	0%	1	/
Cc1ccc(C(=O)N2CCCc3ccccc32)c(Cl)c1	/	/	-10%	/	2%	-33	/
COc1cc(C2C(C#N)=C(N)Oc3cc(C)n(CCN4CCOCC4)c(=O)c32)cc(OC)c1OC (stereo not drawn)	-8%	-15%	6%	29%	1%	?	-3%
O/N=C1/CCc2nonc2/C1=N/O	0%	-18%	26%	-7%	0%	-11	9%
COc1ccccc1N(CC(=O)Nc1cccnc1)S(=O)(=O)c1ccccc1	1%	-5%	-4%	4%	2%	-17	-11%
CCOC(=O)c1cc(=O)n2nc(-c3ccc(C)cc3)nc2s1	6%	-33%	-16%	27%	-4%	26	-9%
CNC(=S)Nc1ccc2[nH]c(=O)[nH]c2c1	0%	-1%	19%	23%	0%	-8	-6%

More structures follow.
SMILES	LmPK inh	AmpC inh no detg	AMA1-RON2 inh	HCV inhibitor	Tb PYK inh	HCMV antiviral	AmpC inh detg
COc1ccc(C(CNC(=O)c2oc3ccccc3c2C)N2CCCCC2)cc1 (stereo not drawn)	/	/	/	/	6%	0	16%
CCOC(=O)c1cnc2ccc(OCC)cc2c1N(C)Cc1ccccc1	1%	4%	-17%	11µM*	6%	-16	-12%
C=Cc1cc(OC)c2c(c1)c(=O)oc1c2cc(OC)c2c(O)ccc(C3OC(C)C(O)C(C)(O)C3O)c21 (stereo not drawn)	/	/	-11%	1µM*	-4%	-98*	/
CCOC(=O)CSc1nnc([C@H](C)NC(=O)OC(C)(C)C)o1	1%	0%	6%	8%	-2%	16	?
Cc1ccc(OCCCC(=O)Nc2ccc3c(c2)OCCO3)cc1	/	-2%	0%	?	1%	-38	-13%
O=C(NCCCN1CCCC1=O)c1cc(S(=O)(=O)N2CCOCC2)ccc1Cl	0%	-6%	13%	1%	-17%	6	-3%
O=C(Nc1c(-c2ccc(F)cc2)nc2ccccn12)c1cccc(F)c1	/	/	/	/	-6%	-69*	7%
O=C(OC1CCOC1=O)C1CCN(S(=O)(=O)c2ccccc2)CC1 (stereo not drawn)	/	-22%	3%	5%	0%	-6	-4%
CCCN=C1N(C)C[C@@H]2[C@@H]3C(=O)N(Cc4ccccc4)C(=O)[C@@H]3[C@](Cc3ccccc3)(C(=O)OC)N12	/	32%	3%	9%	2%	-5	/
CC(=O)Nc1ccc(-c2ccnc3c2CC(C(=O)NCc2ccc(N4CCN(C)CC4)cc2)O3)cc1 (stereo not drawn)	/	/	-8%	/	-1%	1	/
COc1ccc(/C=N/Nc2nnc(-c3ncc[nH]3)c3ccccc23)cc1	-1%	-9%	52%[activator]	-5%	-12%	/	3%

In the list so far, six contain an NH in an aromatic ring:
SMILES	LmPK inh	AmpC inh no detg	AMA1-RON2 inh	HCV inhibitor	Tb PYK inh	HCMV antiviral	AmpC inh detg
Cc1cccc2cc(CN(CCN(C)C)C(=S)NCc3ccco3)c(=O)[nH]c12	2%	0%	-5%	-3%	-9%	24	?
C=C(C)Cn1c(N(CCO)Cc2ccccc2)nc2c1c(=O)[nH]c(=O)n2C	-3%	-8%	-21%	9%	-7%	39	?
COc1cc(/C=N/n2c(C)n[nH]c2=S)ccc1OCc1ccccc1	-14%	-32%	28%	12%	-36%	17	-1%
Cc1cccc(-n2c(=S)[nH]c3nc4c(cc3c2=O)COC(C)(C)C4)c1	1%	-2%	53%[activator]	8%	-1%	76	-1%
CNC(=S)Nc1ccc2[nH]c(=O)[nH]c2c1	0%	-1%	19%	23%	0%	-8	-6%
COc1ccc(/C=N/Nc2nnc(-c3ncc[nH]3)c3ccccc23)cc1	-1%	-9%	52%[activator]	-5%	-12%	/	3%

Source: PubChem BioAssay (National Center for Advancing Translational Sciences (NCATS))
